Bioassay records deposited in PubChem BioAssay by National Center for Advancing Translational Sciences (NCATS).
RORgamma inh: blocks mouse ROR gamma transcriptional activity. AID 2551. P51450. Potency, µM (top dose mostly 53.6 µM), for the others: at the top dose activity change, negative = inhibition, usual class: inhibitors. hit rate 5.4% among 310,000. Drosophila S2 Gal4-RORgamma UAS-luciferase reporter, 20 h; also: potency is read from the fitted curve at half-maximal effect; % is scaled to controls: 0 for no effect and ±100 for the full control effect; nearly all actives have a fitted effect of over 60% in size
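Stable Schneider cell line, Gal4 DNA-binding domain fused to ROR gamma, UAS-luciferase. Cmpd 1 hr RT → CuSO4 700 uM final → 20 hr RT → luciferase reagent 10 min → luminescence.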
MBNL1 CUG block: inhibitors of human MBNL1 binding to CUG repeat RNA | Potency, µM (series often up to 57.5 µM), for inactives: top-dose activity change, negative = inhibition, actives largely listed as inhibitors | TR-FRET MBNL1-His/biotin-(CUG)12 binding, 665/545 ratio | AID 2675 | hit rate 0.036% among 280,000; active = well fitted inhibition curve with a large enough effect in the signal ratio, with a control signal flat, not every such curve was filed as active; inconclusive = small, poorly fitted or top-dose-only effect, or effect the other way, or a change in a side signal; inactive = no such curve, though single readings can be large or run the other way; the % refers to the signal ratio; also: potency is read from the fitted curve at half-maximal effect; % is scaled to controls: 0 for no effect and ±100 for the full control effect
Target sequence (Q9NR56 whole entry, looked up): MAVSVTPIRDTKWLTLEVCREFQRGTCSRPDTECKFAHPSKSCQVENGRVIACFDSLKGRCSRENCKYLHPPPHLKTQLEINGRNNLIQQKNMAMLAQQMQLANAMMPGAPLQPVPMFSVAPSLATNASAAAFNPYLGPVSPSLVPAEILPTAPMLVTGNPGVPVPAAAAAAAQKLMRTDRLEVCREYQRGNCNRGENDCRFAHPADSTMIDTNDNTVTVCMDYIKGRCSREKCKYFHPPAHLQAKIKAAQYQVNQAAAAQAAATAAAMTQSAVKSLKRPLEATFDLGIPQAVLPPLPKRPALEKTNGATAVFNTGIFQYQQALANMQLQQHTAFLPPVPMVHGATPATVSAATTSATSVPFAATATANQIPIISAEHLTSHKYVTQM
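His-tagged MBNL1 binding to biotinylated (CUG)12 RNA was measured by TR-FRET using terbium anti-His antibody (0.055 ng/ul final) and streptavidin-XL665 (5 nM final). Compounds were titrated 92 nM to 58 uM; 60 min at room temperature.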
Gal4-VP16 FLuc: Gal4-VP16 reporter inhibition counter-screen. Potency, µM (doses to about 53.6 µM), without a hit: at the top dose activity, negative = inhibition, usual class: inhibitors. AID 2546. hit rate 3.5% among 310,000. Drosophila S2 Gal4-VP16 UAS-luciferase, luminescence, 20 h;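 also: Gal4-VP16 expression switched on by copper sulfate through the metallothionein promoter; potency is read from the fitted curve at half-maximal effect; % is scaled to controls: 0 for no effect and ±100 for the full control effect; nearly all actives have a fitted effect of over 50% in size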
Mito fusion yeast: mitochondrial division inhibition or fusion activation. S. cerevisiae fusion-defective mutant growth rescue, CellTiterGlo 48 h. Potency, µM (titrated, usually from 46.1 µM), inactives show at the top dose growth rescue (activation), hits mostly activators. hit rate 0.23% among 320,000. AID 485298;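 also: potency is read from the fitted curve at half-maximal effect; % of control where 0% means no effect; nearly all actives have a fitted effect of over 45% in size; temperature-sensitive fusion mutants such as fzo1-1 at 37 °C on non-fermentable ethanol glycerol medium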
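Read-out: ATP-based luminescence (CellTiterGlo, 10 min ambient) reporting growth of fusion-defective ts yeast after 48 hours at 37C on glycerol/ethanol YPEG medium in the presence of compound.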
Rab9 promoter act: Rab9 promoter activation. AID 485297. Huh7 Rab9 promoter-luciferase reporter, luminescence, 24 h. Potency, µM (series often up to 9.22 µM), for inactives: top-dose activation, negative = inhibition, most hits filed as activators. hit rate 2.8% among 320,000; also: potency is read from the fitted curve at half-maximal effect; % of control where 0% means no effect; nearly all actives have a fitted effect of over 60% in size
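Stable Rab9-luc Huh7, 1500 cells/well, 2 h settle; cmpd in DMSO, 24 h, 37 °C/5% CO2; luciferase reagent 10 min RT; luminescence.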
Menin MLL FP TR: inhibitors of human menin-MLL interaction, mutant MLL peptide | hit rate 0.23% among 270,000 | O00255 | Potency, µM (top dose mostly 61.6 µM), for the others: top-dose FP activity change, negative = inhibition, hits mostly inhibitors | Menin + Texas Red MLL mutant peptide, fluorescence polarization | AID 1768; active = well fitted inhibition curve with a large enough effect in the polarisation, with a control signal flat, not every such curve was filed as active; inconclusive = small, poorly fitted or top-dose-only effect, or effect the other way, or a change in a side signal; inactive = no such curve, though single readings can be large or run the other way; the % refers to the polarisation; also: potency is read from the fitted curve at half-maximal effect; % of control where 0% means no effect; many of its hits are not listed in these tables
Target sequence (O00255 whole entry, looked up): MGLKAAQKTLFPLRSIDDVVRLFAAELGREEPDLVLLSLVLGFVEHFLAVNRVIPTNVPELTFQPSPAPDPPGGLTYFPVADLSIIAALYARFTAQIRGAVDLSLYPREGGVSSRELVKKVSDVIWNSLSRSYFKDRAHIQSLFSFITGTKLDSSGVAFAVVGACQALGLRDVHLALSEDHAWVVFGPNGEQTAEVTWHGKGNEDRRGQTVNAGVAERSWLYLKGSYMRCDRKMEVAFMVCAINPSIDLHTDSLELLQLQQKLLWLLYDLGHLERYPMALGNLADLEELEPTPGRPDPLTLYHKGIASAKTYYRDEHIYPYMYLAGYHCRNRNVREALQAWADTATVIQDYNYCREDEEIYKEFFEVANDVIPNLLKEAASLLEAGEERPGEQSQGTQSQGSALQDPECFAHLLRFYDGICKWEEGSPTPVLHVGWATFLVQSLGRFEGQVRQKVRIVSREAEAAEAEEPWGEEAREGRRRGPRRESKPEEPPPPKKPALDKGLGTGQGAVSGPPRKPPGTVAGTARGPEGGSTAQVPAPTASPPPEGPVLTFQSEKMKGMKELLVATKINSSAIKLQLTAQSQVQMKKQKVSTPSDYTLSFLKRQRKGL
PKM2 activator: PKM2 (human) enzyme activation. purified PKM2, Kinase-Glo ATP luminescence, activation; response scale: 0% is enzyme alone, no compound. AID 1631. hit rate 0.34% among 260,000. Potency, µM (series often up to 57.5 µM), inactives show top-dose activation, actives largely listed as activators; also: potency is read from the fitted curve at half-maximal effect; % is scaled to controls: 0 for no effect and ±100 for the full control effect; nearly all actives have a fitted effect of over 55% in size
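Kinase-Glo luminescence reports ATP generated from ADP (0.1 mM) and PEP (0.5 mM) by purified hPK-M2 after 1 h at room temperature, pH 7.2 imidazole buffer; intermediate enzyme activity allows detecting inhibitors and activators.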
FLuc counter: firefly luciferase modulation, counter-screen for miR-21 project | P08659 | Potency, µM (series often up to 57.5 µM), without a hit: at the top dose activity change, negative = inhibition, actives largely listed as inhibitors | hit rate 6.9% among 360,000 | purified FLuc, Km substrates, luminescence inhibition;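 also: potency is read from the fitted curve at half-maximal effect; plate controls were vehicle for no effect and reference inhibitor for full effect; nearly all actives have a fitted effect of over 55% in size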
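Biochemical qHTS of compounds, final roughly 60 µM downward over six points, against 10 nM purified firefly luciferase using Km concentrations of substrates (10 uM D-luciferin, 10 uM ATP) in Tris acetate pH 7.5 buffer; luminescence output.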
NPC1 promoter act: activates the NPC1 promoter | hit rate 2.4% among 320,000 | Huh7 NPC1 promoter luciferase reporter, 24 h | AID 485313 | Potency, µM (highest dose often 9.22 µM), without a hit: top-dose activation, usual class: activators;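 also: potency is read from the fitted curve at half-maximal effect; % of control where 0% means no effect; nearly all actives have a fitted effect of over 60% in size; reporter is driven by a mutant NPC1 promoter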
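Compounds in DMSO were transferred onto Huh7 NPC1-luciferase reporter cells pre-incubated 2 h; after 24 h at 37 °C, Amplite reagent was dispensed and luminescence recorded 10 min later.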
KCNH2 3.1 block: inhibitors of human KCNH2 3.1 potassium channel isoform. hit rate 0.95% among 340,000. activity change, % (tested at about 1.8 µM). U2OS KCNH2 3.1, thallium flux FluxOr; active compounds read low;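 active = maximum activity change below -70%; inconclusive = maximum activity change from -70% to -50%; inactive = maximum activity change above -50%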;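 also: thallium influx rate constant from kinetic fluorescence after stimulation buffer; % is scaled to controls: 0 for no effect and ±100 for the full control effect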
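FluxOr-based Tl+ influx in U2OS cells transduced with KCNH2 3.1 virus; rate constants normalized to DMSO controls.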
ELG1 DNA repair: ELG1-dependent DNA repair inhibition; HEK293T ELG1-luciferase reporter, luminescence, 16 h; DNA damage induced by 5-fluorouridine; Potency, µM (highest dose often 46.1 µM), without a hit: at the top dose activity change, negative = inhibition, usual class: inhibitors; hit rate 2.3% among 330,000; also: potency is read from the fitted curve at half-maximal effect; % is scaled to controls: 0 for no effect and ±100 for the full control effect; nearly all actives have a fitted effect of over 55% in size
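Luminescence from the luciferase reporter, measured 30 min after ONE-Glo reagent at room temperature, was the read-out. Beforehand, 2,000 cells per well were exposed for 16 hr at 37 °C to 5-fluorouridine together with compound or vehicle.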
Active calls of the source: *; ? = inconclusive; . = no result given; [ ] = remark or other dose. Unless noted, calls follow the shape of the dose curve; as a rule, active = well fitted curve in the direction sought with a large enough effect; inconclusive = small, poorly fitted or top-dose-only effect, or another doubt; inactive = no such curve, though single readings can be large; an effect the other way counts as inactive or inconclusive. Not all compounds are listed; rates above refer to the full screens.

Compound	RORgamma inh	MBNL1 CUG block	Gal4-VP16 FLuc	Mito fusion yeast	Rab9 promoter act	Menin MLL FP TR	PKM2 activator	FLuc counter	NPC1 promoter act	KCNH2 3.1 block	ELG1 DNA repair
COc1ccc(CCNC(=O)CC2Nc3ccccc3NC2=O)cc1OC (centres undefined)	8%	20%	-5%	-1%	18%	-9%	28%	6%	-5%	-6	15%
COc1ccc(C(=O)N[C@H](C(=O)Nc2ccc(OC)nc2)C(C)C)cc1	41%	3%	?	-2%	16%	0%	-9%	?	14%	-11	?
S=C(NCCc1ccccc1)N1CCN(C2CCCCC2)CC1	-14%	-16%	6%	5%	-4%	-27%	2%	-8%	0%	-93*	12%
Cc1oc(CC(C)C)c(CN)c1C(=O)O	3%	2%	0%	1%	-4%	-6%	1%	3%	-2%	14	-7%
Cc1ccc(CNC(=O)CSc2ncccn2)cc1	41%	-9%	13%	-3%	0%	23%	-9%	?	16%	-20	?
COc1ccc(S(=O)(=O)N2CC3CCCN3c3ccc(C(F)(F)F)cc32)cc1 (centres undefined)	-28%	-7%	-1%	-3%	-1%	16%	-1%	-1%	-3%	-19	2%
Clc1ccc(Nc2ncnc3ccc(Br)cc23)cc1	43%	0%	-20%	0%	1%	42%[activator]	22%	-20%	20%	-9	?
Cc1nn(CCCNC(=O)C2CCCO2)cc1Br (centres undefined)	18%	3%	6%	-3%	-3%	-14%	2%	-1%	-1%	6	3%
O=C(NCCSCc1ccc(Cl)cc1Cl)c1ccc(CN2CCOCC2)cc1	?	-6%	-27%	7%	-2%	-12%	-4%	-1%	2%	-32	?
CC(C)Cc1cc(C(=O)Nc2sc3c(c2C#N)CCCC3)no1	3%	-8%	-5%	3%	5%	4%	-22%	?	-1%	-1	21%
CCCN1C(=O)/C(=C/c2ccc(C)o2)NC1=S	?	9%	?	2%	-9%	-11%	25µM*	?	-2%	.	5%
COc1ccc(CC(C)Nc2ccccc2F)cc1 (centres undefined)	6%	-4%	-2%	-5%	0%	-4%	0%[11.5 µM]	-3%	-3%	4	4%
CCOC(=O)c1c(C)oc2c1c(CN1CCN(CCO)CC1)c(O)c1ccccc12	?	11%	?	5%	-2%	20%	-3%	?	8%	-6	?
CC(/C=N/NC(=O)CCn1nnc2ccccc21)=C\c1ccccc1	?	?	-2%	6%	-2%	3%	-1%	?	-2%	-5	3%
COc1ccc(/C=C/C(=O)NC(=S)Nc2ccc(Br)cn2)cc1	?	-3%	-5%	-5%	18%	-23%	.	-15%	17%	0	?

Later entries.
Compound	RORgamma inh	MBNL1 CUG block	Gal4-VP16 FLuc	Mito fusion yeast	Rab9 promoter act	Menin MLL FP TR	PKM2 activator	FLuc counter	NPC1 promoter act	KCNH2 3.1 block	ELG1 DNA repair
COc1ccc(CCn2c(-c3ccncc3)n[nH]c2=S)cc1OC	-15%	-1%	9%	1%	3%	-4%	-7%	0%	-4%	-3	4%
COc1ccc(S(=O)(=O)N2CCCCC2)cc1NC(=O)CNc1ccc(F)cc1C	.	.	.	-5%	-3%	.	.	5%	-3%	0	13%
NC(c1ccccc1)c1cccnc1 (centres undefined)	-6%	4%	0%	-2%	-1%	3%	1%	-3%	2%	8	2%
COc1ccc(OC)c(Nc2ncnc3c2cnn3-c2ccccc2)c1	37%	-5%	9%	1%	-1%	18%	-4%	?	10%	15	?
CN(C)CCNC(=O)c1cc2ccccc2oc1=O	-10%	?	-3%	1%	0%	0%	-19%	-1%	0%	4	14%
Cc1ccc(C)c(OCCC(=O)OCC(=O)c2ccc3c(c2)NC(=O)CO3)c1	.	.	.	4%	1%	.	.	1%	-4%	-17	6%
COc1ccc(-c2noc(CNC(=O)c3ccc4c(c3)OCO4)n2)cc1	38%	2%	4%	-1%	3%	-8%	-4%	-2%	3%	-3	-3%
CCN(CC)S(=O)(=O)c1ccc(C(=O)Nc2ccc3c(c2)OCO3)cc1	7%	-4%	-8%	5%	0%	20%	-1%	-14%	1%	5	?
COc1ccc(NC(=O)CCN2CCOCC2)c(OC)c1	21%	3%	4%	0%	-8%	-9%	-3%	-1%	1%	1	12%
O=Cc1ccc(OCC(=O)NCC2CCCO2)cc1 (centres undefined)	0%	-8%	-2%	4%	-1%	1%	.	0%	-2%	2	0%
C#CCNC(=O)C1=C[C@@H](C2CCCCC2)C[C@@H](OCCCCO)O1	14%	-1%	8%	0%	11%	-14%	2%	?	11%	32	11%
CC(C)n1cc(/C=C2/NC(=O)NC2=O)c2ccccc21	23%	.	-4%	2%	1%	?	1%	3%	2%	10	21%
O=C(Nc1cccc(S(=O)(=O)N2CCOCC2)c1)C1CCCC1	.	.	.	-2%	-5%	.	.	3%	-4%	13	0%
CN(C)c1ccc(/C=[N+](\[O-])C2N(c3ccccc3)C(=S)SC2(C)C)cc1 (centres undefined)	2%	-4%	-11%	8%	-2%	-4%	1%	-2%	2%	3	-5%
Cc1ccc(C(=O)NC2CCS(=O)(=O)C2)cc1S(=O)(=O)N1CCCCCC1 (centres undefined)	-8%	-4%	11%	1%	-1%	6%	-5%	0%	-4%	-114*	-5%

The closing five entries of the part above are carried over, then new ones follow.
Compound	RORgamma inh	MBNL1 CUG block	Gal4-VP16 FLuc	Mito fusion yeast	Rab9 promoter act	Menin MLL FP TR	PKM2 activator	FLuc counter	NPC1 promoter act	KCNH2 3.1 block	ELG1 DNA repair
C#CCNC(=O)C1=C[C@@H](C2CCCCC2)C[C@@H](OCCCCO)O1	14%	-1%	8%	0%	11%	-14%	2%	?	11%	32	11%
CC(C)n1cc(/C=C2/NC(=O)NC2=O)c2ccccc21	23%	.	-4%	2%	1%	?	1%	3%	2%	10	21%
O=C(Nc1cccc(S(=O)(=O)N2CCOCC2)c1)C1CCCC1	.	.	.	-2%	-5%	.	.	3%	-4%	13	0%
CN(C)c1ccc(/C=[N+](\[O-])C2N(c3ccccc3)C(=S)SC2(C)C)cc1 (centres undefined)	2%	-4%	-11%	8%	-2%	-4%	1%	-2%	2%	3	-5%
Cc1ccc(C(=O)NC2CCS(=O)(=O)C2)cc1S(=O)(=O)N1CCCCCC1 (centres undefined)	-8%	-4%	11%	1%	-1%	6%	-5%	0%	-4%	-114*	-5%
CCCN1Cc2cccc(C(=O)NCc3ccccc3OC)c2C1=O	?	6%	-6%	11%	-4%	-10%	5%	-2%	3%	7	-13%
CCC[C@@H]1C[C@@H](C(=O)N[C@H]([C@@H](C)O)[C@H]2O[C@H](SC)[C@H](O)[C@@H](O)C2O)N(C)C1 (some centres undefined)	-12%	-2%	-3%	-1%	-1%	0%	-3%	6%	1%	-1	-3%
Cc1cc(Cl)ccc1OCCCC(=O)OCC(=O)Nc1cccc(S(N)(=O)=O)c1	.	.	.	-7%	1%	.	.	?	1%	-27	8%
Cc1cc(C(=O)NC2CCCc3c2cnn3-c2ccc(C(C)(C)C)cc2)nn1C (centres undefined)	?	3%	11µM*	7%	-19%	.	-8%	?	-23%	8	-24%
O=c1cc(CN2CCN(Cc3ccccc3)CC2)c2ccc(O)c(O)c2o1	-1%	3%	-3%	3%	-7%	-22%	.	-2%	-17%	-49	?
O=C(Cc1ccc(-c2ccccc2)cc1)OCC(=O)N1CCCC1=O	2%	-3%	4%	3%	17%	2%	15%	21µM*	-1%	-16	12%
